Screening data: PubChem, NCI
yeast rad50 – NCI yeast anticancer drug screen, S. cerevisiae rad50 strain; hit rate 10% among 79,000; AID 155; growth inhibition, % at 50 µM;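 also: 0% = growth of vehicle-only cultures of the same strain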
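Growth of the mutant yeast was measured after compound exposure and referenced to vehicle-treated cultures.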
yeast mlh1 rad18 – NCI yeast anticancer drug screen, S. cerevisiae mlh1 rad18 strain | growth inhibition, % at 50 µM | hit rate 11% among 79,000;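 also: 0% = growth of vehicle-only cultures of the same strain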
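Inhibition values reflect reduced growth of mutant yeast versus vehicle-treated controls following compound exposure; the mutations affect DNA damage repair.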
sgs1 mgt1 – NCI yeast anticancer drug screen, S. cerevisiae sgs1 mgt1 strain. % growth inhibition at 50 µM. AID 161. hit rate 10% among 78,000;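 also: 0% = growth of vehicle-only cultures of the same strain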
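Yeast cells carrying a defined DNA-repair defect were exposed to test compounds. Growth inhibition was measured relative to vehicle-treated controls.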
yeast mec2-1 – NCI yeast anticancer drug screen, S. cerevisiae mec2-1 strain. growth inhibition, % at 50 µM. hit rate 9% among 79,000;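 also: 0% = growth of vehicle-only cultures of the same strain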
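Growth inhibition is read against vehicle-treated controls after compound exposure of the mec2-1 yeast strain, which is defective in DNA damage repair or cell cycle control.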
yeast bub3 – NCI yeast anticancer drug screen, S. cerevisiae bub3 mutant strain | growth inhibition, % at 50 µM | hit rate 9.9% among 78,000;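 also: 0% = growth of vehicle-only cultures of the same strain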
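Readout: yeast growth inhibition, expressed relative to vehicle-only wells. The test organism is a mutant strain from a panel with lesions in DNA repair or checkpoint genes.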
cln2 rad14 – NCI yeast anticancer drug screen, S. cerevisiae cln2 rad14 strain. % growth inhibition at 50 µM. hit rate 8.3% among 78,000;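 also: 0% = growth of vehicle-only cultures of the same strain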
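Each compound was tested on cln2 rad14 yeast. Inhibition of growth was calculated against vehicle-exposed controls.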
* hit, by the source's call; & = joins results of further samples. Rule as the data show it: active = growth inhibition above about 70%; inactive = the rest.

A first look (3 entries):
Compound,yeast rad50,yeast mlh1 rad18,sgs1 mgt1,yeast mec2-1,yeast bub3,cln2 rad14
CCOC(=O)/C=C/C(=O)N1CCN(C(=O)/C=C/C(=O)OCC)C(C)C1 (configuration not stated),-3,-16,-7,-41,-41,4
O=C1c2ccccc2C(=O)N1N1C(=O)c2ccccc2C1=O,4,17,-4,-17,-5,14
CCOC(=O)c1c(OCCCc2ccc(F)cc2)cc2ccc3ccccc3c2c1OCCCc1ccc(F)cc1,32,7,-1,2,0,22

The list itself, repeating the preview:
Compound,yeast rad50,yeast mlh1 rad18,sgs1 mgt1,yeast mec2-1,yeast bub3,cln2 rad14
CCOC(=O)/C=C/C(=O)N1CCN(C(=O)/C=C/C(=O)OCC)C(C)C1 (configuration not stated),-3,-16,-7,-41,-41,4
O=C1c2ccccc2C(=O)N1N1C(=O)c2ccccc2C1=O,4,17,-4,-17,-5,14
CCOC(=O)c1c(OCCCc2ccc(F)cc2)cc2ccc3ccccc3c2c1OCCCc1ccc(F)cc1,32,7,-1,2,0,22
C=CCC1(/C(=C\CC)CCC)C(=O)NC(=O)N=C1N (configuration not stated),8,8,10,0,-11,-37
C[Si](C)c1cccc(Cl)c1,0,-1,7,0,8,14
COc1cc(C(c2cc3c(cc2OC(C)=O)OCO3)C(C(C)=O)C(C)=O)cc(OC)c1OC(C)=O (configuration not stated),4,-4,-19,5,9,-16
Cc1csc2nc(-c3ccncc3)cn12,11,23,-14,10,37,1
C=CCOC(=O)COCC(=O)OCC=C,0,-6,-5,4,9,-11
O=[N+]([O-])c1cccc2nc3ccccc3c(NCCc3ccccn3)c12,13,14,21,-20,-17,-32
C/C(=N\N)c1ccc(-c2ccccc2)cc1,11,-5,6,9,-31,-33
CCC1(Cc2ccccc2)SC(N)=NC1=O (configuration not stated),20,-18,-14,-5,-9,-26
CCC1(C)CC(=O)C(C)(CC)O1 (configuration not stated),4,-4,-5,-2,13,-14
CC(C)C(=O)/C=C/c1ccc(Cl)c(Cl)c1,41,27,26,28,19,-2
CN(C)CCC(=O)c1cccs1,7,-31,17,8,-19,-12
CCC(=O)Sc1ccccc1C(=O)Nc1ccc(Cl)cc1,89*,85*,52,93*,56,53
CCCCCC(CCCCC)C(=O)O,79*,80*,72*,70*,66,78*
COc1cc2c(c(-c3cn(C)c4ccccc34)c1OC)OCO2,36,42,86*,15,84*,-31
Cc1cc([N+](=O)[O-])c(Nc2ccc(C)c(Cl)c2)c([N+](=O)[O-])c1,8,34,30,37,52,-8
CN(C)c1ccc(-c2cc(C(=O)O)c3c(ccc4ccccc43)n2)cc1,-27,-35,-9,-33,-21,-10
O=C1OC2(c3ccc(O)cc3Oc3cc(O)ccc32)c2c1c(-c1ccccc1)c(-c1ccccc1)c(-c1ccccc1)c2-c1ccccc1,77*,63,40,37,51,-14
CC(C)(C)c1ccc(C(=O)O)c(O)c1.CC(C)(C)c1ccc(C(=O)O)c(O)c1.[Cu],25,37,43,15,3,48
C[N+]1(C)CCOC(O)(c2ccccc2)C1 (configuration not stated),-30,-19,-27,-34,-59,-3
CC(=O)[C@H]1CC[C@H]2[C@@H]3CC[C@H]4C[C@@H](OC(c5ccccc5)(c5ccccc5)c5ccccc5)CC[C@]4(C)[C@H]3CC[C@]12C,-4,-18,1,12,-6,-4
CN(/N=C/c1ccc(C(=O)O)cc1)C1=NCCCCN1,6,-11,-8,3,3,41
c1ccc2c3c([nH]c2c1)CCc1cncnc1-3,33,49,9,10,59,41
O=C([O-])c1ccc([I+]c2ccccc2)cc1,57,81*,48,42,47,66
c1cc(OCC2CO2)ccc1OCC1CO1 (configuration not stated),41,49,33,20,9,-25
CN(C)c1ccc(-c2cc(C(=O)O)c3cc4ccccc4cc3n2)cc1,-14,-19,-26,-2,-20,-16
COc1ccc(/C(C)=N/NC(N)=O)cc1,4,5,-4,18,4,0
C[Si](C)(C)CCCS(=O)(=O)O,-24,-16,-9,-27,-25,-10
COc1cc(OC)c2ssc3c(OC)cc(OC)c4ssc1c2-c43,-19,-21,-13,-29,-3,10
O=C1C(O)=C(O)C(Br)=C/C1=C(/c1ccccc1S(=O)(=O)O)c1cc(Br)c(O)c(O)c1O,10,18,16,7,0,2
CC(C)(C)[Si](C)(C)OCC1OC(n2cnc3c(N)ncnc32)CC1OS(C)(=O)=O (configuration not stated),-17,0,1,-22,5,-3
CN1CCCN(C)C1c1ccccc1,-1,7,-5,3,-3,-19
COc1ccc(C(=O)Nc2ccn(CCOC(=O)c3ccc(OC)cc3)c(=O)n2)cc1,-26,-4,-3,17,3,-4
COc1ccc(NS(=O)(=O)c2ccc(N=Cc3c4ccccc4nc4ccccc34)cc2)nn1,97*,91*,92*,95*,93*,80*
Cn1nc(-c2ccccc2)c([N+](=O)[O-])c1NCc1ccccc1,-1,1,-4,-2,6,-29
CCOC(=O)c1c(C)[nH]c(C=O)c1C,6,4,0,9,0,17
CC(C)OP(=O)(OC(C)C)/C(N)=N/Nc1ccc([N+](=O)[O-])cc1,26,-8,-6,0,-4,3
Cc1c(C=O)cc(-c2ccccc2)n1C,-16,-2,-5,-3,-7,-8
O=C(Cn1c2c(c3ccccc31)CCCC2)N1CCCCC1,-40,-26,-31,-74,-9,-22
CC(=O)CC(=O)NCc1ccc2c(c1)OCO2,-17,-12,-16,-9,-15,4
CC1OC(=O)C(O)=C1O (configuration not stated),-5,-21,-6,-11,9,9
CN(C)CCCCC(C#N)(c1ccccc1)c1ccccc1,16,38,17,19,26,13
CC(C)(C)OC(=O)NC(Cc1ccc(OCc2ccccc2)cc1)C(=O)NC(CCCCNC(=O)OCc1ccccc1)C(=O)NC(CCCCNC(=O)OCc1ccccc1)C(=O)ON1C(=O)CCC1=O (configuration not stated),-2,16,7,3,9,6
Cc1cn(C2CCC(CO)(CF)O2)c(=O)[nH]c1=O (configuration not stated),28&21,-16&-29,-23&-22,16&8,-8&-19,10&16
C#Cc1cccc(N2C(=O)CCC2=O)c1,92*,92*,94*,94*,92*,91*
CNc1ccc(C(=O)NC(CCCCNC(=O)OCc2ccccc2)C(=O)OC)cc1 (configuration not stated),94*,99*,98*,95*,96*,58
COC(=O)C(/C(=N/NC(N)=O)C(=O)Nc1ccc(C)cc1)c1nc2ccc([N+](=O)[O-])cc2[nH]c1=O (configuration not stated),22,43,0,26,-11,-48
C[C@H]1C(=O)NC(=O)[C@@H]1C,-10,-16,-20,-10,7,5
O=[N+]([O-])C(=C(NCc1ccccc1)NCc1ccccc1)C(Cl)=C(Cl)Cl,27,82*,66,24,33,64
O=C(O)c1c[nH]c2cc(OCc3ccc(F)cc3)ccc2c1=O,-6,4,-16,-5,-3,2
CCC(=O)C(OC)OC,-18,-6,-11,7,-2,-3
COc1ccc(/C(=N\Nc2ccc(Br)cc2)c2ccccc2/C(=N/Nc2ccc(Br)cc2)c2ccccc2OC)cc1,96*,96*,97*,76*,93*,55
O=C(Nc1ccccc1-c1nn(CN2CCNCC2)c(=S)n(CN2CCNCC2)c1=O)C(F)(F)F,8,39,13,26,9,68
O=C(CSc1nc2ccccc2s1)Oc1ccc(Cl)cc1Cl,-7,11,-2,3,-11,-28
COc1ccc(Cl)cc1NC(=O)Nc1cccc(C(C)=O)c1,-5,31,11,17,18,-13
CC1(O)C=CC(=O)C=C1,0,-8,-15,7,-24,2
Cc1c2oc3c(C)ccc(C(=O)NCCN4CCCC4)c3nc-2c(C(=O)NCCN2CCCC2)c(N)c1=O,64,10,6,17,4,4
O=C(O)C(Cc1cn(Cc2ccccc2)cn1)NCc1ccccc1 (configuration not stated),-8,7,13,-39,11,4

More results follow.
Compound,yeast rad50,yeast mlh1 rad18,sgs1 mgt1,yeast mec2-1,yeast bub3,cln2 rad14
Cc1ccc(/C=N/NC2=NCCN2)s1,0,10,4,8,-5,8
NC1CCCC2CCC(N)C12 (configuration not stated),18,20,21,16,11,25
C/C(=N\OS(=O)(=O)O)SC1OC(CO)C(O)C(O)C1O (configuration not stated),3,-11,-7,-5,-8,-1
O=CC(C(=O)c1ccccc1[N+](=O)[O-])c1ccccc1 (configuration not stated),10,13,16,6,14,16
Clc1ccc2oc(N3CCCCC3)nc2c1,99*,99*,99*,99*,99*,98*
CC(=O)OCC(=O)C1(O)CCC2C3CCC4CCCCC4(C)C3CCC21C (configuration not stated),83*,71*,70*,62,76*,76*
CCCCCCCCCCCCc1ccc(CS)cc1,41,33,54,36,51,-2
CC(C)C(O)C[N+](=O)[O-] (configuration not stated),66,17,20,7,14,6
O=C1CC(C2(O)C(=O)Nc3ccc([N+](=O)[O-])cc32)c2ccccc21 (configuration not stated),-22,-39,-10,-19,11,-5
COc1ccc(OC)c(NC(=O)C(=O)CC(=O)c2sc(-n3nc(-c4ccccc4)cc3-c3ccccc3)nc2C)c1,-4,2,-7,-20,2,13
CC1CCCCC12OCCO2 (configuration not stated),-14,-4,3,-31,-20,2
CSc1nc(-c2ccccc2)c(C#N)c(=O)[nH]1,6,-78,-5,1,3,26
Cc1cc2oc3c(c2c(=O)[nH]1)C(=O)c1ccccc1C3=O,-7,-6,-8,-1,-22,-17
N[C@@H]1c2c(I)sc(I)c2C(=O)[C@@H]1O,0,-13,1,3,5,-11
C=C1SC(=Nc2ccccc2Cl)N(C(=O)c2sc3ccccc3c2Cl)C12CCCCC2,-27,-25,-32,-25,-13,-20
O=NN(CCOS(=O)(=O)c1ccc(Br)cc1)C(=O)NC1CCCCC1,32,25,19,9,-2,29
OCCNC1c2ccccc2-c2ccccc21,4,7,-6,-1,0,-21
O=C1c2ccccc2-c2cccc(I)c21,16,-7,-6,-9,0,7
O=C1OCCOCCOCCOCCOCCOC(=O)c2cccc1n2,18,16,20,12,12,18
O=C(CSc1n[nH]c(=S)c2nc[nH]c12)c1ccc(Br)cc1,12,-9,22,0,0,33
CC(=O)CC(=O)NC(C)(C)CC(C)(C)C,-16,-10,-32,-42,-35,11
CC(=O)Nc1cc(=O)[nH]c2c1CCC2,-4,-5,-2,5,-4,-16
CC(=O)Nc1cc2c(cc1Cl)[nH]c(=O)c1ccccc12,8,8,-20,-11,11,-3
COc1ccc2oc(=O)c3c(c2c1C)OC(C)(C)C=C3,15,9,5,13,36,-1
CCS(N)(=O)=O,-11,0,-4,-14,-8,2
O=C(CCCN1CCC(O)(c2ccc(Cl)cc2)CC1)c1ccc(F)cc1,83*,66,91*,78*,66,71*
COc1ccc(NC=O)c(C(=O)CCNC(C)=O)c1,-15,-51,-13,-20,-16,-7
CC(=O)OCCn1c(Cc2ccc(C)cc2)nn(C(C)=O)c1=O,17,-1,12,6,6,3
O=C1CCC(=O)O1,-9,-52,-12,17,4,6
CN(C)Cc1cc(C(C)(C)CC(C)(C)C)cc(Br)c1O,33,27,31,21,40,29
O=c1[nH]n2c(=O)cc[nH]c2c1-c1nnns1,-16,-25,-36,-3,-21,10
CCN(CC)CCOC(=O)c1ccc(NC(=O)OCCC(C)(C)CCOC(=O)Nc2ccc(C(=O)OCCN(CC)CC)cc2)cc1,7,16,-9,-18,8,-24
CCS(=O)O,-21,-9,1,16,-7,-4
O=C1NC(CN2CCCC(O)C2)C(=O)NC1CN1CCCC(O)C1 (configuration not stated),2,8,13,9,-4,-23
CCN(CC)C(=O)CS(=O)(=O)c1ccc(C)cc1,5,3,-6,12,5,-23
CC(C)OC(=O)C1C=CCc2c(O)ccc(O)c21 (configuration not stated),21,86*,61,12,52,66
CN(C)C(=O)CC(O)c1ccccc1 (configuration not stated),14,5,2,-10,-3,-30
CC1=C(N2CCCCC2)S(=O)(=O)c2ccccc2C1,43,44,26,4,8,-20
O=C1CN(CCN2CC(=O)N(CN3CCOCC3)C(=O)C2)CC(=O)N1CN1CCOCC1,10,84*,3,3,-16,4
C[n+]1ccc2c(Br)cccc2c1,-2,14,-6,-15,-1,-13
O=S(=O)(O)C(Nc1ccccc1)c1ccccc1 (configuration not stated),-4,-12,10,-28,16,0
OC1C#CCSCC#C/C=C\1 (configuration not stated),81*,79*,70*,78*,84*,52
N#Cc1c(C#N)c(-c2ccccc2)n(/N=C\c2ccccc2)c1N,1,-15,-25,4,-16,13

Already shown: 2 of the compounds above.
Compound,yeast rad50,yeast mlh1 rad18,sgs1 mgt1,yeast mec2-1,yeast bub3,cln2 rad14
CC(=O)CC(=O)NC(C)(C)CC(C)(C)C,-16,-10,-32,-42,-35,11
CC(=O)Nc1cc(=O)[nH]c2c1CCC2,-4,-5,-2,5,-4,-16
